TrxR1 substrate = qHTS Assay for Substrates of Mammalian Selenoprotein Thioredoxin Reductase 1 (TrxR1): qHTS. Thioredoxin reductase 1, cytoplasmic (Rattus norvegicus), O89049. purified TrxR1 substrate turnover, NADPH consumption readout. Potency, µM (titrated, usually from 114 µM), without a hit: top-dose activity change, negative = substrate turnover. actives 0.01% (n = 390,000). AID 588456, 2011; further: potency means the concentration at half of the fitted maximal effect; on the % scale 0 is the no-effect control and ±100 the full control effect; nearly all actives have a fitted effect of over 50% in size
Target sequence (O89049 whole entry, looked up): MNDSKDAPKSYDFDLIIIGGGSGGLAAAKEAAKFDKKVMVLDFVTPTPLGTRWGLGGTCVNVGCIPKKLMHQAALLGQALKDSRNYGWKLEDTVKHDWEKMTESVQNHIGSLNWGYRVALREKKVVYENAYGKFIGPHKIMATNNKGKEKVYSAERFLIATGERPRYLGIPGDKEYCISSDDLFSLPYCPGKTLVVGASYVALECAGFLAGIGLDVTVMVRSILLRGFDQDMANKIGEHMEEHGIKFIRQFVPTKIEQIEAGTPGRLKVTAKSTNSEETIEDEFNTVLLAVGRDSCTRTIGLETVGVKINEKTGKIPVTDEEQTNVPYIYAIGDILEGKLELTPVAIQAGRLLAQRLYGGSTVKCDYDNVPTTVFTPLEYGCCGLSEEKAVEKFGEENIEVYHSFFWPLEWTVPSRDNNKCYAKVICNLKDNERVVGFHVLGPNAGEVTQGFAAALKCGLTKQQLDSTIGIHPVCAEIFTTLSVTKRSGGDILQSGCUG
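Rat TrxR1, dispensed at 90 nM, was prereduced with 400 uM NADPH (final) for 5 min at ~22 deg C, then incubated with compound 15 min before 400 uM selenite. A first-read NADPH fluorescence drop versus no-compound background flagged substrates.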
rTrxR1 inhibitor = qHTS Assay for Inhibitors of Mammalian Selenoprotein Thioredoxin Reductase 1 (TrxR1): qHTS. Thioredoxin reductase 1, cytoplasmic (Rattus norvegicus), O89049. recombinant rTrxR1, NADPH fluorescence consumption, selenite substrate. Potency, µM (series often up to 114 µM), for inactives: at the highest dose activity change, negative = inhibition, usual class: inhibitors. actives 1% (n = 390,000). AID 588453, 2011; further: potency means the concentration at half of the fitted maximal effect; on the % scale 0 is the no-effect control and ±100 the full control effect; nearly all actives have a fitted effect of over 65% in size
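Rat TrxR1 (90 nM in the dispensed reagent) was pre-reduced with 400 uM NADPH for 5 min at room temperature, then incubated with compound for 15 min. After 400 uM selenite was added, NADPH fluorescence (Ex 340/Em 450 nm) was followed for 8 min.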
IDH1 R132H inh = qHTS for Inhibitors of mutant isocitrate dehydrogenase 1 (IDH1): qHTS; IDH1-R132H enzyme, NADPH consumption, diaphorase/resazurin fluorescence; Potency, µM (top dose mostly 76.6 µM), for inactives: top-dose activity change, negative = inhibition, hits mostly inhibitors; AID 602179, 2012; Isocitrate dehydrogenase [NADP] cytoplasmic (Homo sapiens), O75874; actives 0.093% (n = 390,000); further: potency means the concentration at half of the fitted maximal effect; on the % scale 0 is the no-effect control and ±100 the full control effect; nearly all actives have a fitted effect of over 65% in size
Target sequence (O75874 whole entry R132H, stated change not applied): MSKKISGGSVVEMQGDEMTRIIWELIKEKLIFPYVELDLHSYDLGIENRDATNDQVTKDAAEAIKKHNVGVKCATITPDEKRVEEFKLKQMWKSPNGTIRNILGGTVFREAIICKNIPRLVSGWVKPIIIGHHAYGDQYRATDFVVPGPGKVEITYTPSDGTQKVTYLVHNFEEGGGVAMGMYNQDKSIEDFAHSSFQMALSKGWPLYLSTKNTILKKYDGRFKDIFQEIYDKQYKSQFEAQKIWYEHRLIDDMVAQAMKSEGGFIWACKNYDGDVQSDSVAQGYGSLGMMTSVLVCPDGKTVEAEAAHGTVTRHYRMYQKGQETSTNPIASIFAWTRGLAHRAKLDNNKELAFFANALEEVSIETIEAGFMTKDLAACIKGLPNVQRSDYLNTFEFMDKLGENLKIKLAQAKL
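IDH1-R132H (0.5 ug/mL) preincubated 30 min with compound, then NADPH (0.016 mM) and alpha-KG (2 mM) added; 80 min at RT, pH 7.5. Remaining NADPH coupled via diaphorase/resazurin to fluorescence (540/590 nm); concentration-response curves normalized to no-enzyme control.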
PI4K2A block = qHTS for small molecular inhibitors of PI4K2A. actives 0.13% (n = 420,000). Phosphatidylinositol 4-kinase type 2-alpha (Homo sapiens), Q9BTU6. activity change, negative = inhibition, % at 76.9 µM. purified PI4K2A, ADP-Glo luminescence, 1 h; stronger effect = lower value. AID 1346378, 2018; in the data active means activity change below about -50%; inconclusive means mostly about -30% to -49%;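 further: -100% = wells without enzyme as full effect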
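ADP-Glo luminescence measured ADP generated by PI4K2A enzyme (4 ug/mL before mixing) with 1.2 mM PI substrate (pre-mix) and 300 microM ATP (pre-mix). Tris pH7.5 buffer with MgCl2, Triton X-100; 1 h reaction at ambient temperature.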
HP1b chromo inh = HTS for Inhibitors of HP1-beta Chromodomain Interactions with Methylated Histone Tails; Potency, µM (doses to about 114 µM), inactives show at the highest dose activity change, negative = inhibition, usual class: inhibitors; AID 540317, 2011; actives 0.56% (n = 390,000); AlphaScreen HP1-beta / biotin-H3K9me3 peptide binding; further: potency means the concentration at half of the fitted maximal effect; nearly all actives have a fitted effect of over 70% in size; inactives centre near 23
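Compound inhibition of the preformed complex between 50 nM HP1-beta and 50 nM biotinylated H3K9me3 peptide was read by AlphaScreen. Buffer was PBS pH 7.4 with 0.01% Tween-20. Incubations ran 30 min at room temperature, with 10 ug/mL donor/acceptor beads.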
PGK inhibitor = qHTS Assay to Find Inhibitors of Phosphoglycerate Kinase; Potency, µM (highest dose often 57.5 µM), for inactives: at the highest dose activity change, negative = inhibition, hits mostly inhibitors; PGK/GAPDH coupled, Kinase-Glo luminescence, 60 min; actives 0.043% (n = 380,000); Phosphoglycerate kinase, glycosomal (Trypanosoma brucei brucei), P07378; further: potency means the concentration at half of the fitted maximal effect; on the % scale 0 is the no-effect control and ±100 the full control effect; nearly all actives have a fitted effect of over 60% in size
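Luminescent ATP detection (Kinase-Glo Plus) follows a 60-minute room-temperature incubation, with wells lacking PGK as controls. Buffer: 100 mM TEA (pH 7.6), 5 mM MgCl2, 0.01% Tween-20. Coupling enzyme GAPDH (100 nM final) supplies unstable 1,3-BPG in-well.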
USP1 inh = Inhibitors of USP1/UAF1: Primary Screen; Ubiquitin carboxyl-terminal hydrolase 1 (Homo sapiens), O94782; recombinant USP1/UAF1, Ub-Rhodamine cleavage fluorescence; Potency, µM (top dose mostly 57.1 µM), inactives show at the top dose activity change, negative = inhibition, hits mostly inhibitors; actives 0.23% (n = 390,000); AID 743255, 2014; further: potency means the concentration at half of the fitted maximal effect; on the % scale 0 is the no-effect control and ±100 the full control effect; nearly all actives have a fitted effect of over 60% in size; inactives centre near -12
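USP1/UAF1 complex (1 nM) preincubated 15 min at room temperature with compound, then Ub-Rho substrate (150 nM final) added. Kinetic fluorescence at 480/540 nm over 6 reads at 60 s intervals; 50 mM HEPES pH 7.8, 0.5 mM EDTA, 0.1 mg/ml BSA, 1 mM TCEP, 0.01% Tween-20.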
GLS inh = qHTS for Inhibitors of Glutaminase (GLS); Potency, µM (doses to about 45.5 µM), for inactives: top-dose activity change, negative = inhibition, hits mostly inhibitors; actives 0.21% (n = 410,000); GLS enzymatic activity, qHTS titration; further: potency means the concentration at half of the fitted maximal effect; on the % scale 0 is the no-effect control and ±100 the full control effect
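Two-point fluorescence kinetic (t0, 30 min RT) for hKGA; glutamate detected via glutamate oxidase–HRP–Amplex Red. Substrate: 1 mM L-glutamine solution; buffer 45 mM KH2PO4, pH 8.2.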
Pin1 inhibitor = qHTS Assay to Find Inhibitors of Pin1; Pin1 FP peptide displacement, HiFluor488, 10 min; Potency, µM (series often up to 115 µM), inactives show at the top dose activity, negative = inhibition, hits mostly inhibitors; actives 0.009% (n = 390,000); AID 504891, 2011; active means well fitted inhibition curve with a large enough effect in the polarisation, with a control signal flat, not every such curve was filed as active; inconclusive means small, poorly fitted or top-dose-only effect, or effect the other way, or a change in a side signal; inactive means no such curve, though single readings can be large or run the other way; the % refers to the polarisation; further: potency means the concentration at half of the fitted maximal effect; on the % scale 0 is the no-effect control and ±100 the full control effect
Target sequence (Q13526 whole entry, looked up): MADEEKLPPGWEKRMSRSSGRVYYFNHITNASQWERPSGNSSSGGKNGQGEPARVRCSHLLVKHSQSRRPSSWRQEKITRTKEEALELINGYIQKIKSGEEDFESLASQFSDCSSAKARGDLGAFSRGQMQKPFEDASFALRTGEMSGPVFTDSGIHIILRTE
An asterisk follows results filed as active; i = inactive; ? = inconclusive; / = no result given; [ ] = remark or other dose. Unless noted, the call rests on the fitted dose curve; in most records, active means well fitted curve in the direction sought with a large enough effect; inconclusive means small, poorly fitted or top-dose-only effect, or another doubt; inactive means no such curve, though single readings can be large; an effect the other way counts as inactive or inconclusive. A portion of the library, so the mix of outcomes need not match the whole.

SMILES | TrxR1 substrate | rTrxR1 inhibitor | IDH1 R132H inh | PI4K2A block | HP1b chromo inh | PGK inhibitor | USP1 inh | GLS inh | Pin1 inhibitor
COc1cc(NC(=O)CSc2nc3ncnc(N)c3[nH]2)c(C(=O)O)cc1OC | 7.3% | -2.6% | -4.9% | -6.8 | 20.1% | 3.3% | -11.9% | 3.9% | 4.5%
Fc1ccc(-c2cn3cc(Cc4ccccc4Cl)sc3n2)cc1 | -2.4% | -0.2% | 6.3% | -13.5 | 36.4%[activator] | 1.3% | -8.2% | 4.0% | 9.7%
CCCS(=O)(=O)N1CCCC(C(=O)NCCN(CC)CC)C1 (centres undefined) | -1.8% | -9.8% | -3.6% | -14.4 | 25.8% | -7.5% | -26.2% | 8.2% | -4.9%
Cc1ccc(NC(=O)CSC2=C(C#N)C(c3ccco3)C3=C(CCCC3=O)N2)cc1 (centres undefined) | -4.7% | -0.9% | 13.0% | 4.7 | 25.4% | -9.5% | -11.4% | 13.3% | -1.1%
CCOc1ccc(C(C(=O)NCC2CCCO2)N(C(=O)c2snc(C(N)=O)c2N)c2ccc3c(c2)OCCO3)cc1 (centres undefined) | 15.5% | 10.1% | 4.8% | -8.3 | 38.3%[activator] | -9.7% | -9.3% | 2.5% | -0.9%
C/C(CC1CC(C)(C)OC1=O)=N/Nc1nc(-c2ccccc2)cs1 (centres undefined) | -7.3% | -43.8% | 4.5% | 4.1 | -21.1% | 7.5% | -23.1% | 7.1% | -1.2%
O=C(CCN1C(=O)C2C3C=CC(C3)C2C1=O)NCC1CCCO1 (centres undefined) | 6.4%[57.1 µM] | -13.5% | 1.5% | 3.6 | 23.2% | -3.2% | -9.0% | -1.7% | -9.4%
O=C(NC1CCCc2ccccc21)C1CCN(c2c3c(nc4ncnn24)CCC3)CC1 (centres undefined) | -1.7% | 8.7% | 1.3% | -1.2 | 36.5% | -7.6% | -10.8% | -16.1% | -8.0%
COC(=O)N/N=C(\C)c1ccccc1OC(F)F | 4.3% | 14.3% | 2.2% | -2.2 | 42.1% | 2.3% | -18.0% | 4.1% | 1.6%
c1ccc(Sc2nc(N3CCCCC3)nc(N3CCCCC3)n2)nc1 | 1.2% | 14.0% | -1.1% | -0.6 | 59.6%[activator] | 2.4% | -28.5% | -4.8% | ?
Cc1ccc(C(=O)NCCNC(=O)c2ccc(F)cc2)cn1 | 8.8% | 5.2% | 6.0% | -0.5 | 31.1%[57 µM] | -7.8% | -7.2% | -12.4% | ?
CCc1ccc(S(=O)(=O)c2nnn3c2nc(N2CCN(CC)CC2)c2sccc23)cc1 | 4.0% | 27.1% | -17.2% | 0.1 | -10.9% | -6.0% | -20.3% | 2.6% | -1.2%
COc1ccc(-n2nc(C(=O)N3CCC(C#N)CC3)c3c4ccccc4n(C)c3c2=O)cc1 | 5.4% | 16.2% | -1.6% | 4.5 | 25.0% | -10.4% | ? | -16.1% | -2.8%
O=C(CSc1nncn1-c1ccccc1)Nc1ccccc1F | -2.1% | -1.2% | -1.6% | 6.5 | 4.3% | -0.4% | -16.5% | -12.8% | 0.1%
Cc1cccc(NC(=S)N(CCN2CCOCC2)Cc2ccccc2F)c1 | 5.1%[57.1 µM] | 5.0%[57.1 µM] | 12.4% | -0.3 | 31.3% | 10.4% | -4.3% | 7.2% | 3.0%
CCc1noc(C)c1C(=O)N(C)CC(=O)Nc1ccccc1Br | -1.5% | 10.3% | 5.9% | 0.0 | 38.1% | -0.9% | -21.1% | 0.9% | 0.0%
COc1ccc(CN2C(=O)C(CC(=O)NC(c3ccccc3)c3ccccc3)CC(C(=O)N(C(C)C)C(C)C)=C2C)cc1 (centres undefined) | / | / | -3.0% | -3.2 | / | -10.3% | ? | 1.8% | /
Cc1ccc(S(=O)(=O)N2CCN(C)CC2)cc1 | 3.9% | 15.2% | -4.4% | 0.2 | 11.7% | -8.3% | -19.1% | -2.9% | 3.1%
CCc1ccc(OCCCC(=O)Nc2nccs2)cc1 | -0.7%[57.1 µM] | 16.0%[57.1 µM] | -3.4% | 6.3 | 10.3% | -8.4% | -22.6% | 10.8% | -3.7%
CC(C)N=c1scc(-c2ccco2)n1/N=C/c1ccc(O)c(O)c1 | -9.2% | -19.7% | 1.3% | -9.9 | ? | -8.8% | -21.4% | ? | -1.8%
CCc1ccc(CNCc2cccnc2)cc1 | -0.2% | -18.9% | 2.1% | 0.1 | 84.0%[activator] | 4.2% | -20.3% | 1.3% | -6.3%
COC(=O)c1ccc(NC(=O)CN2C(=O)c3ccccc3S2(=O)=O)cc1 | 0.6% | 12.7% | 3.0% | -0.3 | 19.3% | -5.4% | 1.2% | 0.0% | 1.4%
O=C(O)C/C(=C\c1ccc(N2CCOCC2)c([N+](=O)[O-])c1)c1nc2ccccc2s1 | -14.7% | -22.3% | -4.1% | 2.6 | -6.5% | -7.7% | -24.4% | 26.4% | ?
CCN(c1ccc(NS(=O)(=O)c2cc(Cl)ccc2Cl)cc1)C(C)C | -11.4% | -3.1% | -6.3% | 2.6 | ? | -5.0% | -18.2% | 35.4%[activator] | ?
CCc1c(O)nc(SCC(=O)Nc2ccccc2OC)[nH]c1=O | 3.5%[57.1 µM] | 12.1%[57.1 µM] | -0.4% | 5.6 | 36.2% | -7.5% | -17.7% | 1.6% | 2.0%
CCc1ccc(-n2nc3ccc(NC(=O)c4ccc5c(c4)OCO5)cc3n2)cc1 | 15.0% | 16.2% | -1.8% | -3.6 | 35.4% | 1.6% | -18.8% | -0.9% | 3.6%
Cc1noc(C(=O)NCC2CCCO2)c1Cl (centres undefined) | -0.5% | 24.3% | -1.2% | 2.3 | -1.5% | -7.6% | -10.1% | -10.1% | -1.9%
CC(=O)Oc1ccc(-c2csc(Nc3ccc(Cl)cn3)n2)cc1 | 6.9%[11.4 µM] | 18.3% | 0.2% | 2.3 | 21.2% | -8.2% | -17.8% | -4.9% | -2.8%
FC(F)(F)c1cccnc1Oc1ccc(C2=NCCS2)cc1 | -0.1%[57.1 µM] | 15.7%[57.1 µM] | 4.6% | -3.3 | 50.1%[activator] | 4.7% | -8.3% | 0.0% | 0.5%
COc1ccc(C2NC(=O)c3ccccc3N2)cc1OC (centres undefined) | 54.2%[activator] | -16.9% | 1.4% | -4.7 | 43.7% | i | -3.9% | -22.6% | 0.7%
O=C1N=C(N2CCCC2C(=O)O)S/C1=C\c1ccco1 (centres undefined) | -13.6%[57.1 µM] | ? | 2.1% | -26.1 | ? | -9.2% | -14.2% | 0.0% | ?
O=C(Nc1nc2ccsc2c(=O)s1)c1ccc(F)cc1 | 0.6%[57.1 µM] | 30.8%[57.1 µM] | 12.7% | -1.5 | 19.9% | -13.1% | -9.9% | 0.0% | 78.4%[activator]
CCCCC/C=C/C1=CC(=O)C[C@H](c2ccc3c(c2)OCO3)C1 | 5.3%[57.1 µM] | 0.5%[57.1 µM] | 4.1% | -4.5 | 49.3%[activator] | -3.6% | -26.0% | -1.3% | 2.5%
Cc1c(C)c2ccc(Oc3ccc([N+](=O)[O-])cc3C(F)(F)F)c(C)c2oc1=O | 0.9% | 4.3% | 0.1% | 0.6 | 0.2% | -8.5% | -0.2% | 0.0% | 0.7%
COc1ccc(C(=O)NCCCNC(=O)c2cccnc2)cc1Br | 4.3% | 18.4% | 0.6% | 0.3 | 46.9%[activator] | -6.4% | -21.5% | 0.7% | -6.1%
COC(=O)CSc1ccsc1C(=O)O | 5.5% | 21.3% | 0.0% | 2.0 | 24.2% | -8.6% | -18.9% | 2.8% | -7.5%
Cc1c(C(C)O)nnn1-c1nonc1N (centres undefined) | -12.4% | -12.5% | 0.0% | 2.7 | 18.2% | i | -1.5% | 8.5% | -9.8%
COc1ccc(OC)c(S(=O)(=O)N2CCC(C(=O)Nc3cccc(C)c3C)CC2)c1 | 7.7%[57.1 µM] | 8.1%[57.1 µM] | -2.0% | 4.6 | 11.7% | -6.3% | -5.9% | 3.0% | -0.9%
Cc1ccc(NC(=O)/C(=C\c2ccccc2)NC(=O)c2ccco2)cc1 | 2.0%[57.1 µM] | -10.1%[57.1 µM] | -3.3% | -3.9 | 8.7% | -9.3% | 9.6% | 0.0% | 1.8%
CC(C)c1ccc2oc(-c3ccc(Cl)c(NC(=O)c4cccs4)c3)nc2c1 | 3.4% | 2.3% | -9.7% | -1.9 | 14.1% | 1.7% | -18.1% | 6.1% | 37.9%[activator]
Cn1c(-c2cc(Br)ccc2O)n[nH]c1=S | -3.2% | -21.4% | -1.4% | -3.1 | ? | -1.4% | -0.5% | ? | 1.1%

Compound activity (PubChem)
